OX1R antag-1: antagonists of human orexin 1 receptor (OX1R). O43613. OX1R-expressing cells, FRET antagonist read-out. inhibition, % at 6.6 µM. actives 1.8% (n = 330,000). AID 485270; in the data active means inhibition mostly above about 38%, no sharp cut-off; inactive means mostly below about 40%;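 further: 0% = agonist challenge alone and 100% = reference antagonist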
Target sequence (O43613 whole entry, looked up): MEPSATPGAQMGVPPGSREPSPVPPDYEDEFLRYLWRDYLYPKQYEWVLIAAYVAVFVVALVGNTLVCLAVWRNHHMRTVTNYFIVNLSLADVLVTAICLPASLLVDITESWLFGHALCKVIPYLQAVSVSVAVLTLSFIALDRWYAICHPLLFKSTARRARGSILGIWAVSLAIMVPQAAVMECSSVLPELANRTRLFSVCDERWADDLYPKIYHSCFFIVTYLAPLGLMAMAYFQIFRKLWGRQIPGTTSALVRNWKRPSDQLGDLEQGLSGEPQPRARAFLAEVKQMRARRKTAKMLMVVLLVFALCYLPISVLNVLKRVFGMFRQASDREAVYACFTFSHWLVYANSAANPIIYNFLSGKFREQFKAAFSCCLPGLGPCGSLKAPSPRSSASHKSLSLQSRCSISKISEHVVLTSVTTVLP
OX1R antag-2: antagonists of human orexin 1 receptor. inhibition, % at 5 µM. CHO/OX1R cells, Fluo-8 calcium fluorescence, orexin A. AID 434989. actives 0.43% (n = 330,000). O43613;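 active means inhibition above its plate's threshold, mean inhibition of all tested compounds on the plate plus 3 SD, cut at about 37% in these data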;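 further: 0% = orexin A challenge wells and 100% = SB-334867-A antagonist wells; not every result past the cut was called active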
* marks the source's active call; other numbers are inactive results.

The line under a structure holds: OX1R antag-1	OX1R antag-2
O=C(O)CC[C@@H](C(=O)O)N1C(=O)c2ccccc2C1=O
  12	-6
CC1CN(C(=O)/C=C/c2cccc([N+](=O)[O-])c2)CC(C)O1 (stereo unspecified)
  55	-1
Cc1ccc(/C=C2\C(=N)N3N=C(CC(=O)N4CCOCC4)SC3=NC2=O)o1
  6	4
Cc1ccccc1NC(=O)COc1ccc(Br)cc1C
  36	-27
Cc1nn(C(C)C(=O)NCC2CCCO2)c(=O)c2cc3occc3n12 (stereo unspecified)
  14	1
COC(=O)c1[nH]c2ccc(C)cc2c1NC(=O)NC1CCCCC1
  4	-15
Cc1ccc2ncnc(Oc3ncccc3[N+](=O)[O-])c2c1
  10	-12
CC(C)(C)NC(=O)C(c1ccc(O)cc1)N(C(=O)Cn1nnc(-c2ccc(F)cc2)n1)c1ccccc1F (stereo unspecified)
  5	-3
COc1ccc(N2CCN(c3nc(Cl)nc(Nc4ccc(F)cc4)n3)CC2)cc1
  1	-28
CCCCNC(=O)OC(C)CNC(=O)Oc1cccc(C)c1 (stereo unspecified)
  6	-6
COc1ccc(NC(=O)Nc2ncn(Cc3cccc(C(F)(F)F)c3)n2)cc1OC
  18	-17
C=CCn1c(SCc2cccnc2)nnc1-c1ccncc1
  15	-4
CCCCN1C(=S)NC[C@@H]1c1ccccc1
  18	-7
O=C(c1ccc([N+](=O)[O-])cc1[N+](=O)[O-])N1CCc2ccccc21
  23	-11
O=C(/C=C/c1cccc([N+](=O)[O-])c1)c1ccc2c(c1)OCCO2
  13	-23

Some of the entries so far, with each value named.
Cc1ccc2ncnc(Oc3ncccc3[N+](=O)[O-])c2c1
  OX1R antag-1: 10
  OX1R antag-2: -12
COc1ccc(N2CCN(c3nc(Cl)nc(Nc4ccc(F)cc4)n3)CC2)cc1
  OX1R antag-1: 1
  OX1R antag-2: -28
Cc1nn(C(C)C(=O)NCC2CCCO2)c(=O)c2cc3occc3n12 (stereo unspecified)
  OX1R antag-1: 14
  OX1R antag-2: 1
Cc1ccc(/C=C2\C(=N)N3N=C(CC(=O)N4CCOCC4)SC3=NC2=O)o1
  OX1R antag-1: 6
  OX1R antag-2: 4

Next entries follow:
The line under a structure holds: OX1R antag-1	OX1R antag-2
COC(=O)c1ccc(C2c3[nH]c4ccccc4c3C[C@H]3C(=O)N(C4CC4)CC(=O)N23)cc1 (stereo partly specified)
  8	-13
COc1cccc(/C=N/NC(=O)c2cccc3ccccc23)c1OC
  12	-12
Cc1cc(Cl)c(OCCOCCN2CCC(C)CC2)c(Br)c1
  5	-15
COC(=O)c1ccc(/C=C/c2c(-c3ccc(OC)cc3)sc3ccccc23)cc1
  5	-6
O=C(CSc1nnc(CNC(=O)c2cccs2)o1)Nc1ccccc1C(F)(F)F
  0	-10
Cc1ncsc1CCOC(=O)c1ccc(Cl)cc1
  10	-14
COC(=O)c1ccc(NC(=O)c2ccc[n+]([O-])c2)cc1
  4	-10
COc1ccc(CNC(=O)C2CCN(C(=O)N3CCOc4ccc(C)cc43)CC2)cc1
  8	-25
COC(=O)c1ccccc1NC(=O)CCn1c(=O)oc2ccccc21
  15	-27
O=C(CCc1nc(-c2ccc(Cl)cc2)no1)OCc1ccc(Br)cc1
  10	-19
Cc1ccccc1-n1c([C@@H]2C[C@H]2c2ccccc2)n[nH]c1=S
  7	-10
Cc1ccc(C(=O)N(C)CC(=O)Nc2ccc(F)c(F)c2F)o1
  4	-6
CC(=O)c1c(C)[nH]c(C(=O)OCC(=O)Nc2cc(C)on2)c1C
  28	-24
CCOC(=O)NC(=O)CSc1nc2ccc(C)cc2[nH]1
  28	-11
Cc1ccccc1C(=O)Nc1ccccc1N1CCN(C(=O)c2ccccc2)CC1
  28	-22

Following part.
The line under a structure holds: OX1R antag-1	OX1R antag-2
CC(=O)OCC(=O)c1ccc2ccn(C(C)=O)c2c1
  7	-3
Cc1cc(OCC(=O)NCC2CCC(C(=O)O)CC2)c2c(C)c(C)c(=O)oc2c1 (stereo unspecified)
  16	-6
CC(C)(C)c1cc[n+](-c2[nH]c(=O)sc2/C=N/NC([S-])=Nc2ccccc2)cc1
  41	-2
CCc1nc(SCC(=O)NNC(=O)c2ccc(C)cc2)c2ccccc2n1
  16	-14
COc1cc(/C=N/NC(=O)C2CCN(CC(O)COCc3ccccc3)CC2)cc(OC)c1OC (stereo unspecified)
  2	-11
CCc1ccccc1C1=CC(=O)C[C@H](c2ccc(OC)cc2)C1
  4	-17
COc1cccc(NC(=O)C(c2ccccc2)N2CCNC(=O)C2)c1 (stereo unspecified)
  12	-10
Cc1cccc(NS(=O)(=O)c2cccc(C(=O)NNC(=O)c3ccccc3O)c2)c1
  30*	32
O=C(NCc1ccc(Cl)cc1)C1CCN(C(=O)c2ccco2)CC1
  13	-7
CCCn1c(SCC(=O)Nc2ccc(Cl)cn2)nnc1C1CC1
  7	-7
COc1ccccc1C(=O)Nc1ccnn1C1CCN(CCCc2ccccc2)CC1
  6	-31
O=C(/C(N=Nc1cccc([N+](=O)[O-])c1)=C(/O)c1ccc(Br)cc1)C(F)(F)F
  25	-12
N#CCCn1cc(C(=O)CN2C(=O)NC3(CCCCCC3)C2=O)c2ccccc21
  -9	-17
Cc1cc(=O)oc2ccc(OC(=O)CC(C)C)cc12
  12	-33
Cc1nn2c(N3CCN(CCO)CC3)c3c(nc2c1-c1ccccc1)CCCC3
  4	-15

Full records as entered above.
Record of C=CCn1c(SCc2cccnc2)nnc1-c1ccncc1 → OX1R antag-1: 15; OX1R antag-2: -4
Record of N#CCCn1cc(C(=O)CN2C(=O)NC3(CCCCCC3)C2=O)c2ccccc21 → OX1R antag-1: -9; OX1R antag-2: -17

(next part)
The line under a structure holds: OX1R antag-1	OX1R antag-2
CCCCn1nnnc1SCC(=O)NCc1ccccc1
  12	-18
CC/C(=N\NC(=O)c1c(-c2ccccc2)noc1C)c1ccc(C)o1
  25	-20
CCOc1ccc(N2C(=O)CC(N3CCC(O)(c4ccc(Br)cc4)CC3)C2=O)cc1 (stereo unspecified)
  36	-13
O=C(CCCn1c(=O)[nH]c2cc(Cl)ccc2c1=O)NCCN1CCN(c2ccccc2)CC1
  4	-28
Cc1nn(Cc2noc(C(=O)NCC3CCCO3)n2)c(C)c1Br (stereo unspecified)
  18	-5
COC(=O)c1cc(C)ccc1OCc1ccc([N+](=O)[O-])cc1
  9	-9
CCN(CC)C(=O)c1c(-c2ccccc2)oc2ccc(O)cc12
  43	-3
O=S(=O)(c1ccc2ccccc2c1)N1CCN(c2ccc(O)cc2)CC1
  10	8
COCCN(C(=O)c1ccc2ccccc2c1)c1c(N)n(Cc2ccccc2)c(=O)[nH]c1=O
  2	-9
Cc1cc(F)ccc1S(=O)(=O)N1CCCOC1CNC(=O)C(=O)NCCc1ccccc1 (stereo unspecified)
  51	-8
CC(C)NC(=O)c1ccccc1NC(=O)/C=C/c1ccc([N+](=O)[O-])cc1
  7	6
O=C(c1ccc(OC2CCN(CCc3ccccc3)CC2)cc1)N1CCCC1
  11	-28
Nn1c(SCC(=O)N2CCOCC2)nnc1-c1cccnc1
  4	8
CC1CCN(c2nc3c(c(=O)[nH]c(=O)n3C)n2Cc2ccccc2Cl)CC1
  10	-21
COc1cc(NC(=O)COC(=O)CSc2ccccc2F)c(C)cc1[N+](=O)[O-]
  11	-12

The list continues:
SMILES	OX1R antag-1	OX1R antag-2
O=C(OC(C(=O)Nc1cccc(C(F)(F)F)c1)c1ccccc1)C1CCCCC1 (stereo unspecified)	7	-20
Cn1cc(CC(=O)NCCN2CCOCC2)c2ccccc21	-3	-13
Cc1cccc(NC(=O)C(=O)NCC2CCCN2S(=O)(=O)c2cccs2)c1C (stereo unspecified)	17	-26
Cc1ccc(S(=O)(=O)N2CCOCC2)cc1NC(=O)CN(C)C1CCS(=O)(=O)C1 (stereo unspecified)	24	-8
COc1ccc(CCN2CCCC(CN(C)Cc3cc(OC)c(OC)c(OC)c3)C2)cc1 (stereo unspecified)	6	-28
COC(=O)N/N=C/c1cccc(OCCSc2ccc(Cl)cc2)c1	26	1
Cc1nn(C)cc1CNC(=O)C1CCC(=O)N(Cc2cccc(C(F)(F)F)c2)C1 (stereo unspecified)	6	-20
COc1ccc(C(=O)C2CCCN(Cc3ccc(Sc4nncn4C)o3)C2)cc1F (stereo unspecified)	11	-8
CCOc1ccc2nc(SCC(=O)NC(=O)NCc3ccco3)[nH]c2c1	25	-26
COc1ccc(S(=O)(=O)N2CCCCCC2)cc1C(=O)N(C)Cc1ccc(OC)c(OC)c1OC	17	-27
COCCNC(=O)c1onc(CSc2nc3ccccc3[nH]2)c1C(=O)NCCOC	35	-10
Cc1ccc2nc(Cn3cc(C(F)(F)F)cc(Cl)c3=O)cc(=O)n2c1	6	-6
O=C(O)CCC(=O)N1CCN(c2ccccn2)CC1	11	6
COc1ccc(CCNC(=O)COC(=O)c2ccc(Br)o2)cc1	18	-8
CCc1nnc(NC(=O)CSc2nnc(-c3ccoc3C)n2-c2cccc(C)c2)s1	1	-33
COc1ccc(OCCCC(=O)OCC(=O)Nc2ccc(Cl)cn2)cc1	17	-22
COc1ccc(CCN(C)C(=O)c2cccc(S(=O)(=O)NCc3ccccc3)c2)cc1OC	26	-22
O=C1C(Oc2ccccc2)C(c2ccc3c(c2)OCO3)N1CCc1ccc(F)cc1 (stereo unspecified)	33	-7
COc1ccc(/C=N/NC(=O)c2ccccc2O)cc1Cn1nnc2ccccc21	23	-31
CCC(C)NC(=O)C(=O)NCC1CCCN1CC (stereo unspecified)	5	-4
COc1ccc(C(c2nnnn2C2CCCCC2)N2CCN(c3ccc(OC)cc3)CC2)cc1 (stereo unspecified)	29	-9
CCC(C)NC(=O)NC1C(NC(=O)NC(C)CC)N(C)C(=O)N1C (stereo unspecified)	9	1
O=C1C=C(O)C(n2cncn2)C(c2ccc(F)cc2)C1 (stereo unspecified)	0	-16
COC(=O)C1CSc2[nH]c(=O)sc2C1c1ccc(O)c(OC)c1 (stereo unspecified)	6	-4
Oc1c(C=Nc2cccnc2)sc2ccccc12	48	0
Cc1cccc(NC(=O)C2COc3ccccc3O2)n1 (stereo unspecified)	4	-21
COc1ccc2[nH]c3c(=O)n(Cc4ccc(C(=O)NCC5CCCO5)cc4)c(=S)[nH]c3c2c1 (stereo unspecified)	13	3
O=C(CN1C(=O)NC(c2ccccc2)(c2ccccc2)C1=O)NC1CCCC1	6	-18
Cc1ccc(OCC(=O)Oc2ccc(C(C)C)cc2)cc1	-2	6
N#Cc1cccc(NC(=O)C2CCCN(C(=O)c3ccc(Cl)cc3)C2)c1 (stereo unspecified)	8	-15

Some values from the list:
Value of `COc1ccc(C(c2nnnn2C2CCCCC2)N2CCN(c3ccc(OC)cc3)CC2)cc1` (stereo unspecified) under OX1R antag-1: 29
Value of `Cc1cccc(NC(=O)C(=O)NCC2CCCN2S(=O)(=O)c2cccs2)c1C` (stereo unspecified) under OX1R antag-2: -26
Value of `CCC(C)NC(=O)NC1C(NC(=O)NC(C)CC)N(C)C(=O)N1C` (stereo unspecified) under OX1R antag-2: 1
Value of `CCC(C)NC(=O)C(=O)NCC1CCCN1CC` (stereo unspecified) under OX1R antag-1: 5
Value of `Oc1c(C=Nc2cccnc2)sc2ccccc12` under OX1R antag-1: 48
Value of `COc1ccc(C(=O)C2CCCN(Cc3ccc(Sc4nncn4C)o3)C2)cc1F` (stereo unspecified) under OX1R antag-2: -8

Additional results follow:
SMILES	OX1R antag-1	OX1R antag-2
Cc1ccc(S(=O)(=O)NCCCCC(NC(=O)OC(C)(C)C)C(=O)O)cc1 (stereo unspecified) (tested in a mixture with another compound)	-3	-18
Cc1ccc(S(=O)(=O)N2CCN(c3ccccc3)CC2)c(C)c1	-3	-19
NS(=O)(=O)c1ccc(CCNC(=O)COC(=O)CCSc2ccc(Cl)cc2)cc1	5	-2
COC(=O)c1cnc2c(c1C(=O)OC)c(=O)n(C)c(=O)n2C	17	-9
CSc1nc(N(C)NC(=O)c2ccccc2)c2ccccc2n1	16	-19
O=C1OCC2=C1C(c1ccccc1)CC(=O)N2c1ccc(F)cc1 (stereo unspecified)	21	-15
O=[N+]([O-])c1ccc(S(=O)(=O)NCCc2ccncc2)cc1	43*	-16
CCOc1ccc(OCC(=O)OCc2cc(=O)n3cc(Br)ccc3n2)cc1	8	-12
O=C(c1ccc(CS(=O)c2ccccc2Cl)o1)N1CCOCC1 (stereo unspecified)	3	-19
O=C(O)c1ccc(CSCc2ccccc2F)o1	10	-7
C=CCOc1ccc(C2/C(=C(\O)c3ccc4c(c3)OCCO4)C(=O)C(=O)N2CCCN2CCOCC2)cc1 (stereo unspecified)	13	-20
O=C(NCc1cccc(F)c1F)C1CCC(=O)N(C2CC2)C1 (stereo unspecified)	34	-9
CC(/C=C/c1ccccc1)=N\NC(=O)CSc1ccccn1	18	-25
Cc1nn(-c2ccccc2)c2nc(=O)n(-c3ccccc3)cc12	14	-17
CS(=O)(=O)Nc1ccc(S(=O)(=O)Nc2nccs2)cc1	17	-16
O=C(CCN1CCN(Cc2ccccc2)CC1)NNC(=O)Cc1ccc(Cl)c(Cl)c1	1	-19
CCCCOC(=O)/C(=C/C=C/c1ccccc1)NC(=O)c1ccccc1	30	6
CC(C)(C)c1cc(C(=O)NCCCn2ccnc2)cc(C(C)(C)C)c1	5	-22
CC(=O)c1cccc(Nc2c3c(nc4ccccc24)CCC3)c1	10	-15
CCN1CCN(c2c(Cl)cccc2NC(=O)c2ccc([N+](=O)[O-])cc2)CC1	42	-24
CCc1nc(N)c(C#N)c(-c2ccco2)c1C	30	-9
NC(=O)c1cc(S(=O)(=O)NC2CCCCC2)co1	7	-7

Source: PubChem (The Scripps Research Institute Molecular Screening Center)
